V1R ag counter = counter-screen for oxytocin receptor agonists: human V1a receptor agonists. P37288. CHO-V1R cells, Fluo-8 calcium fluorescence, agonist mode; 0% DMSO, 100% 3 nM vasopressin. activation, % at 3 µM. actives 0.25% (n = 320,000);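 active = activation above the mean activation of all tested compounds plus 3 SD, per screening run, cut at about 20% in these data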;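 note: signal is peak over basal fluorescence ratio across a 100 second FLIPR read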
DNA FID counter = fluorescent intercalator displacement, NS3 helicase counter-screen | inhibition, % at 7.9 µM | actives 0.17% (n = 290,000) | DNA fluorescent intercalator displacement, fluorescence; in the data active = inhibition above about 37%;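 note: 0% = vehicle and 100% = reference compound; higher means more ethidium bromide displaced from hairpin DNA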
OXTR agonist = activates the human oxytocin receptor. P30559. CHO-OTR cells, Fluo-8 calcium fluorescence; normalized: DMSO 0%, oxytocin 100%. AID 2435. actives 0.32% (n = 320,000). activation, % at 3 µM;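 active = activation above the mean of all tested compounds plus 3 SD, cutoff set per screening run, cut at about 20% in these data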;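 note: peak over basal fluorescence ratio from a 100 s FLIPR kinetic read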
Target sequence (P30559 whole entry, looked up): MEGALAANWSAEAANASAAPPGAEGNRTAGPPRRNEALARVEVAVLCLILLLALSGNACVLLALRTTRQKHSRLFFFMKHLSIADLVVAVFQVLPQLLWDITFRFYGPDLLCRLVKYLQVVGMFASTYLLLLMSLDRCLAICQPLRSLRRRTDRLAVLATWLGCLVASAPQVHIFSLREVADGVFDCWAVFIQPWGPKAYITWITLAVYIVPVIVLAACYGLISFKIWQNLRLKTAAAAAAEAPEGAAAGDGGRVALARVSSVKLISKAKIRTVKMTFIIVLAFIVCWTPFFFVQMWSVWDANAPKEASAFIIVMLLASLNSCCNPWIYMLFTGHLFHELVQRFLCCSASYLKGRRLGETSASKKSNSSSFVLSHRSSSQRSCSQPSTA
VIM-2 inhibitor = blocks Pseudomonas aeruginosa VIM-2 metallo-beta-lactamase; purified VIM-2, nitrocefin hydrolysis, epi-absorbance fluorescence; inhibition, % at 5.6 µM; actives 0.89% (n = 290,000); AID 1527;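 active = inhibition above the mean of all tested compounds plus 3 SD, cutoff set per screening run, cut at about 7.5% in these data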;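 note: red hydrolysis product quenches plate fluorescence so inhibitors raise well fluorescence; 0% = enzyme with DMSO and 100% = DMSO without enzyme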
HCV NS3 hel inh = blocks Hepatitis C virus NS3 helicase unwinding. NS3 helicase DNA unwinding, Cy5 molecular beacon fluorescence. inhibition, % at 10.9 µM. actives 0.56% (n = 290,000). AID 1800;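 active = inhibition above the mean of all tested compounds plus 3 SD, set per campaign, cut at about 35% in these data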;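 note: 0% = DMSO wells and 100% = thioflavine S control wells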
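assay system = NS3 helicase fragment of HCV | buffer or medium = MOPS pH 6.5, MgCl2, DTT, Tween20, BSA | timing = 60 min unwinding reaction at 25 °C after ATP addition | signal = Cy5 beacon fluorescence read at start and 1 h | read-out basis = % inhibition of unwinding | control set = low DMSO, high thioflavine S at 110 µM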
IMP-1 inh = inhibitors of Pseudomonas aeruginosa IMP-1 metallo-beta-lactamase; purified IMP-1, nitrocefin hydrolysis, epi-absorbance fluorescence; inhibition, % at 5.6 µM; actives 0.45% (n = 290,000);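 active = inhibition above the mean plus 3 SD of all compounds in the same screening run, cut at about 4.5% in these data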;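 note: 0% = IMP-1 with DMSO and 100% = DMSO wells lacking enzyme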
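Test system: recombinant IMP-1 enzyme, purified / Medium: HEPES buffer pH 7.1 with ZnSO4 and Brij 35 / Doses: single dose, 5.6 µM / Times: 25 °C, 15 min preincubation, 25 min reaction / Detection: Epi-absorbance via hydrolysed-nitrocefin quenching of white-plate fluorescence, 480/530 nm, EDTA stop / Evaluation: percent inhibition from optical density relative to buffer-blank wells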
GalR3 antagonist = blocks the human galanin receptor 3 | AID 651719 | O60755 | actives 0.44% (n = 360,000) | HEK293 GalR3-CNG cAMP membrane potential fluorescence; galR3 body fused to GalR1 C-terminus | inhibition, % at 3 µM;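 active = inhibition above the screen-wide average plus 3 SD, cut at about 13% in these data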;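 note: forskolin and galanin both at EC90 stimulate the cells; cAMP rise reported by CNG channel membrane potential dye signal; 0% = forskolin plus galanin with DMSO and 100% = forskolin alone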
PHOSPHO1 inh = PHOSPHO1 (human) inhibition. Q8TCT1. recombinant PHOSPHO1, absorbance phosphatase assay. inhibition, % at 13.3 µM. actives 1.1% (n = 290,000); in the data active = inhibition above about 60%
GPR7 antagonist = antagonists of human GPR7 (neuropeptides B/W receptor 1); P48145; actives 1.1% (n = 290,000); GPR7-expressing cells, fluorescence antagonist assay; inhibition, % at 4.4 µM; in the data active = inhibition above about 16%, passing the limit was not always enough;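 note: cells stimulated with the agonist NPW; 0% = agonist with vehicle and 100% = vehicle without agonist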
Target sequence (P48145 whole entry, looked up): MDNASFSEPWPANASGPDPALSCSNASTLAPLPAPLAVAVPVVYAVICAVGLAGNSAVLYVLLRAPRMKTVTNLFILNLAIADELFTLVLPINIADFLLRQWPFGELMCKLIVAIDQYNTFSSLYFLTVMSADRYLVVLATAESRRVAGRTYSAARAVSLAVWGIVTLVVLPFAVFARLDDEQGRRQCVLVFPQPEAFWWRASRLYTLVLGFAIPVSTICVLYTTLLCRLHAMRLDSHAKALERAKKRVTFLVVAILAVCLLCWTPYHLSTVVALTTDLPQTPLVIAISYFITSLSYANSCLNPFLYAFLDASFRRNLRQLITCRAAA
Active calls of the source: *; / = not tested or not shown.

A first look (4 entries):
SMILES	V1R ag counter	DNA FID counter	OXTR agonist	VIM-2 inhibitor	HCV NS3 hel inh	IMP-1 inh	GalR3 antagonist	PHOSPHO1 inh	GPR7 antagonist
Cc1ccc(NC(=O)C[n+]2cc(-c3ccccc3)n3c2CCC3)cc1	0.2	15	0.4	-2.3	-25	-3.1	4	-4	0
CS(=O)(=O)Nc1ccc([N+](=O)[O-])cc1Oc1ccccc1	3.1	3	0.4	-2.2	2	-3.8	-4	52	-6
COc1ccc(N(C(=O)c2ccc3c(c2)OCO3)C2C=CS(=O)(=O)C2)c(OC)c1 (stereo unspecified)	0.6	-16	0.3	-4.2	-1	-0.4	4	38	-8
Cc1ccc(Cl)cc1N1CCN(C(=O)C2CCN(S(C)(=O)=O)CC2)CC1	5.7	-15	4.9	-2.7	6	-1.4	-4	36	13

The listing, from the start:
SMILES	V1R ag counter	DNA FID counter	OXTR agonist	VIM-2 inhibitor	HCV NS3 hel inh	IMP-1 inh	GalR3 antagonist	PHOSPHO1 inh	GPR7 antagonist
Cc1ccc(NC(=O)C[n+]2cc(-c3ccccc3)n3c2CCC3)cc1	0.2	15	0.4	-2.3	-25	-3.1	4	-4	0
CS(=O)(=O)Nc1ccc([N+](=O)[O-])cc1Oc1ccccc1	3.1	3	0.4	-2.2	2	-3.8	-4	52	-6
COc1ccc(N(C(=O)c2ccc3c(c2)OCO3)C2C=CS(=O)(=O)C2)c(OC)c1 (stereo unspecified)	0.6	-16	0.3	-4.2	-1	-0.4	4	38	-8
Cc1ccc(Cl)cc1N1CCN(C(=O)C2CCN(S(C)(=O)=O)CC2)CC1	5.7	-15	4.9	-2.7	6	-1.4	-4	36	13
O=C(O)COc1ccccc1/C=N/NC(=O)c1cccc(S(=O)(=O)Nc2cccc(Cl)c2)c1	0.5	-22	0.3	-2.8	14	-4.4	-5	17	2
O=S(=O)(c1ccc(Cl)nc1)N(Cc1ccccc1)Cc1ccccc1	-0.5	-3	-1.0	-1.5	-9	-0.5	-11	3	3
COc1cccc(CNC(=O)[C@H](C)NC(=O)C2CCN(S(=O)(=O)c3ccccc3)CC2)c1	0.8	-23	0.7	-1.0	-17	-3.6	-6	30	-3
O=C(/C=C/c1ccco1)Nc1cccc(-c2nc3ccccc3[nH]2)c1	0.1	0	-1.4	-1.0	2	-2.5	-2	21	-11
O=C(Nc1ccccn1)c1ccc(Br)c(S(=O)(=O)N2CCCCC2)c1	1.3	-8	-0.9	-3.1	-8	-2.6	0	-6	-7
CC(C)CN(Cc1cc(=O)oc2cc3c(cc12)CCCC3)CC(C)C	-0.3	-6	-1.2	-2.5	-4	-0.8	-1	10	-12
CCOc1ccc(CCNC(=O)c2cc(=O)[nH]c3ccc(S(=O)(=O)N(CC)CC)cc23)cc1OCC	0.1	-27	-0.9	-3.2	-7	-2.4	0	33	-11
CC(NC(=S)NCCCN1CCOCC1)C1CC2CCC1C2 (stereo unspecified)	/	-4	/	-5.0	-20	-3.0	-4	42	10
CC(Sc1nc2cc(Cl)ccc2s1)C(=O)Nc1cccc(S(=O)(=O)N2CCOCC2)c1 (stereo unspecified)	1.8	-19	4.1	0.5	-25	-3.4	0	-5	0
CCOCCCNC(=O)C1CCN(S(=O)(=O)CC)CC1	0.3	3	-0.6	-2.8	-12	-4.3	-7	-8	-14
O=C(CCN1C(=O)/C(=C/c2ccccc2Cl)SC1=S)NNC(=O)c1cccnc1	7.3	-8	5.1	-2.0	7	-4.1	0	20	-18
OC(COc1ccc2c(c1)OCO2)CN1CCCC1 (stereo unspecified)	-1.1	4	0.5	-1.7	-1	0.5	-8	15	-5
Cc1nn(C)c(C)c1/C=C1/SC(=S)NC1=O	0.3	3	0.2	1.2	0	-0.9	-8	30	4
CC(=O)N1CCN(CC(=O)Nc2ccc([N+](=O)[O-])cc2Br)CC1	0.9	-3	2.8	-1.6	-3	-1.2	0	40	3
CCc1cc2c(SCC(=O)Nc3ccc(Cl)cn3)ncnc2s1	/	-12	/	-4.9	-8	-1.7	0	-7	-14
Cc1cccc(CCNc2nc3ccc(C)cc3n3cnnc23)c1	-0.2	-14	-0.6	-2.7	-8	-6.5	-9	11	12
COc1ccc(OC)c(-c2csc(N(C)C(=O)Cc3ccccc3)n2)c1	-0.2	-9	-0.5	-2.6	16	-3.3	1	-4	-11
COc1ccc(-c2cc(C(=O)Nc3c(C)n(C)n(-c4ccccc4)c3=O)c3ccccc3n2)c(OC)c1	-1.5	-36	-2.2	-0.1	-6	-2.0	0	51	-5
CCN(CC)C(=O)c1cnn(-c2ccccc2)c1NC(=O)c1cccc(F)c1	0.0	-12	-0.3	-1.0	4	-4.4	3	-20	-9
COc1ccc(NC(=O)Cc2ccccc2)cc1	-0.3	-3	-0.9	-2.1	7	-1.7	-3	-13	-4
CC1(c2ccccc2)NC(=O)N(CC(=O)NCc2ccc3c(c2)OCO3)C1=O (stereo unspecified)	0.9	-8	1.5	-3.4	0	-3.6	-7	18	-11
Cc1ccc(C)c(-n2c(-c3cccnc3)n[nH]c2=S)c1	0.8	-11	-0.8	-0.7	-6	-2.6	1	13	-15
COCCNC(=O)C(C)OC(=O)C1=Cc2ccccc2OC1 (stereo unspecified)	-0.8	-4	-0.5	-5.5	0	-3.2	1	1	-3
c1cnc(SCCCOc2ccc3ccccc3c2)nc1	0.4	-1	-1.1	-2.4	-7	-3.9	5	6	-6
COc1ccc(NS(=O)(=O)c2ccc(-c3cnc(C4CC4)o3)cc2)cc1OC	15	-21	13	-2.6	2	-4.2	8	6	28
Cc1nc(NCCCn2ccnc2)c2oc3ccccc3c2n1	-0.3	11	-0.4	76*	-3	1.3	-3	-6	-4
O=C(NCCN1CCN(S(=O)(=O)c2ccc([N+](=O)[O-])cc2)CC1)C(=O)Nc1ccccc1	0.7	0	0.3	-0.9	3	-2.3	3	48	6
O=C(CC1Nc2ccccc2NC1=O)NC1CCCCC1 (stereo unspecified)	-0.1	-4	-0.6	-1.5	1	-2.3	-4	21	10
Cc1ccc(-n2ncc3c2CC(C)(C)CC3NC(=O)c2ccccn2)cc1 (stereo unspecified)	-0.2	-50	-2.3	-2.0	-18	-2.3	-6	7	-16
Cc1c(CCC(=O)O)c(=O)oc2cc(O)ccc12	-0.5	2	1.2	-0.2	-1	-1.2	-2	-25	2
CCc1c(C)nc(SCC(=O)N2CCCCC2C)[nH]c1=O (stereo unspecified)	1.2	0	0.2	-1.7	-5	-2.6	-1	30	-19
Cc1ccc(C)c(SCC(=O)NC(=O)NCc2ccccc2)c1	-0.8	-25	-2.2	-7.9	-5	-2.5	-9	0	-4
COc1ccc(CN2CCC(=O)N([C@H](CO)Cc3ccccc3)CC2)cc1OC	-0.3	-11	0.5	0.5	19	-2.3	3	10	-2
Cc1ccc(C2(O)C(=O)c3ccccc3C2=O)c(O)c1C	9.0	-6	3.4	-1.4	8	-1.9	-2	52	-6
Cc1c(C(=O)NN)nc2ccccn12	-0.7	-2	-1.3	-0.5	3	-4.3	-1	-11	3
CCN(CC)CCN1C(=O)C(O)=C(C(C)=O)C1c1ccccc1[N+](=O)[O-] (stereo unspecified)	0.6	0	0.1	-0.7	-3	-3.0	-1	30	-9
CCC(=O)N1c2ccc(S(=O)(=O)N3CCN(c4ccc([N+](=O)[O-])cc4)CC3)cc2CC1C (stereo unspecified)	4.9	-26	4.4	-1.2	4	-4.7	-3	27	36*
CC(C)[C@H](NS(=O)(=O)c1ccccc1)C(=O)OCC(=O)Nc1ccc2c(c1)OCO2	0.6	-12	-0.3	-2.1	-3	-2.1	-2	-13	2
O=C(NC1CS(=O)(=O)CC1NCc1ccccc1)c1ccccc1 (stereo unspecified)	4.9	5	0.3	-1.4	-5	-1.6	2	1	-9
CC(C)c1ccccc1NC(=S)NCc1ccncc1	-1.0	-2	0.3	-2.1	-3	-1.1	-6	-3	-8
CN(Cc1ccccc1)C(=O)c1cc2ccccc2o1	-1.1	-12	-1.7	-2.6	2	-2.2	-2	-2	1

Some values from the list:
Entry of Cc1ccc(-n2ncc3c2CC(C)(C)CC3NC(=O)c2ccccn2)cc1 (stereo unspecified) under IMP-1 inh: -2.3
Entry of CCc1c(C)nc(SCC(=O)N2CCCCC2C)[nH]c1=O (stereo unspecified) under V1R ag counter: 1.2
Entry of COc1ccc(CN2CCC(=O)N([C@H](CO)Cc3ccccc3)CC2)cc1OC under HCV NS3 hel inh: 19
Entry of CC(C)[C@H](NS(=O)(=O)c1ccccc1)C(=O)OCC(=O)Nc1ccc2c(c1)OCO2 under GalR3 antagonist: -2

Next records
SMILES	V1R ag counter	DNA FID counter	OXTR agonist	VIM-2 inhibitor	HCV NS3 hel inh	IMP-1 inh	GalR3 antagonist	PHOSPHO1 inh	GPR7 antagonist
O=C(/C=C/c1ccc(Cl)cc1)NC1CC2CCC1C2 (stereo unspecified)	-0.9	-17	-2.5	-2.3	1	-2.0	-8	42	-5
CCCCNC(=O)CNC(=O)c1nn(-c2ccc(OC)c(Cl)c2)c(=O)c2ccccc12	1.4	-22	-0.8	0.2	-12	-1.0	-8	23	-14
CC(Oc1ccccc1)C(=O)Nc1cccc(-c2nc3ccccc3[nH]2)c1 (stereo unspecified)	3.3	-10	1.6	-1.7	0	-4.6	-5	14	-8
COc1ccc(C2C3=C(CC(C)(C)CC3=O)N(CCN3CCOCC3)C3=C2C(=O)CC(C)(C)C3)cc1	0.0	-33	0.6	0.9	17	0.7	1	20	9

High-throughput results from PubChem BioAssay.

Rows are unselected; 4.3% or so of the library scored in one or more.
